yeast bub3 = NCI yeast anticancer drug screen, S. cerevisiae bub3 mutant strain | 9.9% of 78,000 active | growth inhibition, % at 50 µM;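 further: 0% = growth of vehicle-only cultures of the same strain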
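Compounds were applied to a genetically altered yeast strain carrying a cell-cycle control defect. Growth inhibition was scored against vehicle-treated controls.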
mlh1 rad18 = NCI yeast anticancer drug screen, S. cerevisiae mlh1 rad18 strain; % growth inhibition at 50 µM; 11% of 79,000 active; AID 175;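 further: 0% = growth of vehicle-only cultures of the same strain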
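Steps: expose repair-defective yeast to compound; measure growth; express inhibition against vehicle-treated controls.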
cln2 rad14 = NCI yeast anticancer drug screen, S. cerevisiae cln2 rad14 strain; growth inhibition, % at 50 µM; 8.3% of 78,000 active; AID 165;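 further: 0% = growth of vehicle-only cultures of the same strain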
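Growth inhibition, relative to vehicle-treated controls, is the read-out. The test organism is a yeast strain with defined genetic alterations, cln2 rad14.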
yeast rad50 = NCI yeast anticancer drug screen, S. cerevisiae rad50 strain; % growth inhibition at 50 µM; AID 155; 10% of 79,000 active;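 further: 0% = growth of vehicle-only cultures of the same strain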
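Vehicle-treated cultures provide the reference for the growth inhibition reported for compound-exposed, repair-deficient yeast.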
sgs1 mgt1 = NCI yeast anticancer drug screen, S. cerevisiae sgs1 mgt1 strain | growth inhibition, % at 50 µM | 10% of 78,000 active | AID 161;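 further: 0% = growth of vehicle-only cultures of the same strain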
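Genetically altered yeast, compound exposure, growth inhibition relative to vehicle.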
yeast mec2-1 = NCI yeast anticancer drug screen, S. cerevisiae mec2-1 strain. % growth inhibition at 50 µM. 9% of 79,000 active;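 further: 0% = growth of vehicle-only cultures of the same strain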
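Using mec2-1 yeast: add compound, measure growth, express inhibition versus vehicle-treated cultures.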
Active calls of the source: *; & = joins results of further samples. No stated cut-off is given here; in the data, active means growth inhibition above about 70%; inactive means the rest.

1) [Cl][Cd][Cl]
2) CC(C)C(CC[C@@H](C)C1CC[C@@]2(C)C3=C(CC[C@]12C)[C@@]1(C)CC[C@H](O)C(C)(C)[C@@H]1CC3)S[As](C)C (stereo partly specified)
3) COc1ccc(N)cc1OC
4) CCN(C)C12CN3CN(CN(C3)C1)C2
5) FC(F)(F)c1ccc2c(c1)N(CCCl)c1ccccc1S2
6) CN1CC2CN(C)CC(C1)C2(O)c1ccccc1 (stereo unspecified)
compound no. | 1 | 2 | 3 | 4 | 5 | 6
yeast bub3 | 13 | -4 | 7 | 4 | 2 | 9
mlh1 rad18 | 2 | 33 | -5 | -5 | -5 | 11
cln2 rad14 | 35 | 32 | -12 | -20 | -79 | 5
yeast rad50 | 55 | 40 | -2 | 6 | 4 | 12
sgs1 mgt1 | 3 | 27 | -5 | 1 | -2 | 8
yeast mec2-1 | 26 | 0 | 1 | -7 | -8 | 15

7) CC(=O)OCC1(C[N+](C)(C)C)CCCCC1
8) COc1ccccc1CN1CCN(Cc2ccccc2OC)C1c1ccc(N(CCCl)CCCl)cc1
9) C1CC[N-]CC1.C1CC[N-]CC1.[Cl][Pt+2]([Cl])([Cl])[Cl]
10) O=C(O)CC(=O)O
11) C[C@H]1CC[C@@]2(NC1)O[C@H]1C[C@H]3[C@@H]4CC[C@H]5C[C@@H](O)CC[C@]5(C)[C@H]4CC[C@]3(C)[C@H]1[C@@H]2C
12) c1ccc(C2=NCN3CC23c2ccccc2)cc1 (stereo unspecified)
compound no. | 7 | 8 | 9 | 10 | 11 | 12
yeast bub3 | -11 | -2 | -1 | -3 | 92* | -49
mlh1 rad18 | -4 | -4 | -19 | 7 | 87* | 3
cln2 rad14 | -7 | -33 | -49 | 14 | 91* | 13
yeast rad50 | -26 | -10 | 5 | -2 | 92* | -4
sgs1 mgt1 | -21 | -15 | 8 | 14 | 94* | 14
yeast mec2-1 | 0 | -9 | -10 | -9 | 94* | 2

13) COC(=O)C1C2CCCN2OC1(C)CO (stereo unspecified)
14) COP(=O)(Cc1ccc(/C=C/C#N)o1)OC
15) CN1CCC2C(C1)c1ccccc1C2(O)c1ccccc1 (stereo unspecified)
16) Cn1c(O)c(C(=O)Nc2cccs2)c(=O)[nH]c1=S
17) CCNC(=O)CCl
18) O=C(O)/C=C\c1ccc2c(c1)OCO2
compound no. | 13 | 14 | 15 | 16 | 17 | 18
yeast bub3 | 13 | 18 | -4 | 32 | -1 | 29
mlh1 rad18 | 2 | -10 | 6 | 16 | 10 | 35
cln2 rad14 | 2 | -22 | -11 | 28 | -2 | 12
yeast rad50 | -3 | -12 | 7 | 68 | 4 | 39
sgs1 mgt1 | 12 | -39 | 5 | 26 | 21 | 22
yeast mec2-1 | 12 | -3 | 6 | 7 | 1 | 18

19) NC(=NCCS)N[N+](=O)[O-]
20) O=C(C(F)(F)Cl)C(F)(F)Cl
21) Nc1c(Cl)c(Cl)nc(C(=O)O)c1Cl
22) N#CCCN
23) c1ccc(-c2cc(-c3ccccc3)c(OOc3c(-c4ccccc4)cc(-c4ccccc4)cc3-c3ccccc3)c(-c3ccccc3)c2)cc1
24) CCC1(O)C(=O)OCc2c1cc1n(c2=O)Cc2cc3cc4c(cc3nc2-1)OCO4 (stereo unspecified)
compound no. | 19 | 20 | 21 | 22 | 23 | 24
yeast bub3 | -7 | -15 | 22 | 5 | -10 | 90*
mlh1 rad18 | 23 | 24 | 24 | -21 | 17 | 93*
cln2 rad14 | -21 | 16 | 4 | -6 | -28 | 73*
yeast rad50 | -6 | 14 | 16 | 0 | -7 | 87*
sgs1 mgt1 | -5 | 7 | 7 | -2 | -1 | 85*
yeast mec2-1 | -10 | -15 | 9 | -6 | -1 | 86*

Among those listed so far, these have fluorine.
5) FC(F)(F)c1ccc2c(c1)N(CCCl)c1ccccc1S2
20) O=C(C(F)(F)Cl)C(F)(F)Cl
compound no. | 5 | 20
yeast bub3 | 2 | -15
mlh1 rad18 | -5 | 24
cln2 rad14 | -79 | 16
yeast rad50 | 4 | 14
sgs1 mgt1 | -2 | 7
yeast mec2-1 | -8 | -15

(list continues)
25) FC(F)(F)c1cccc(NC2=NCCS2)c1
26) CN1C(=O)N(CCCl)C(=O)C(C)(C2=CCCCC2)C1=O (stereo unspecified)
27) O=C(Nc1c(O)[nH]c(=S)[nH]c1=O)c1ccccn1
28) CCCOC(=O)C(C)(C)C(OP(OCCC)OCCC)=C(C)C
29) Cc1cc(-n2c(C)nc3ccccc3c2=O)on1
30) [Br][Ni][Br].c1ccc([PH+](CC[PH+](c2ccccc2)c2ccccc2)c2ccccc2)cc1
compound no. | 25 | 26 | 27 | 28 | 29 | 30
yeast bub3 | 18 | 12 | -8 | 1 | 9 | 9
mlh1 rad18 | -43 | 1 | -8 | 3 | 4 | 1
cln2 rad14 | -6 | -45 | 2 | -1 | -47 | 32
yeast rad50 | -22 | -4 | 7 | -7 | -35 | -36
sgs1 mgt1 | 0 | -4 | -4 | -2 | -4 | -24
yeast mec2-1 | -46 | 15 | -15 | 4 | -16 | -7

31) FC(F)(F)c1cccc(CCl)c1
32) CCN1CCC2OCOC2C1 (stereo unspecified)
33) CCCCCCCCCCOC(=O)CC(C)=O.CCCCCCCCCCOC(=O)CC(C)=O.[Ni+2]
34) O=[N+]([O-])c1ccc(C2C3C(c4ccccc4)=NCCCN32)cc1 (stereo unspecified)
35) O=C(NC1CC1)c1c(O)[nH]c(=S)[nH]c1=O
36) CC[C@@H]1C[C@H]2CC3c4[nH]c5ccccc5c4CCN(C2)C31
compound no. | 31 | 32 | 33 | 34 | 35 | 36
yeast bub3 | -8 | 0 | 2 | -12 | -6 | 47
mlh1 rad18 | 38 | 34 | -39 | -15 | -17 | 66
cln2 rad14 | -20 | 0 | -45 | -15 | 17 | 37
yeast rad50 | 25 | 8 | -37 | 0 | -3 | 46
sgs1 mgt1 | -17 | 3 | -26 | -8 | -13 | 61
yeast mec2-1 | -6 | 3 | -9 | 12 | -8 | 30

37) Cc1c(O)cc([N+](=O)[O-])cc1[N+](=O)[O-]
38) C/C=C1\CN2CCC34c5ccccc5N(C)C35OCC4(C(=O)OC)C1CC25 (stereo unspecified)
39) Oc1cccc(Cl)c1
40) O=C1N[C@@H]2C(=C[C@H](O)[C@@H](O)[C@H]2O)c2cc3c(c(O)c21)OCO3
41) Cn1c(=O)[nH]c2nncnc2c1=O
42) COP(=O)(OC)N1CCCCC1
compound no. | 37 | 38 | 39 | 40 | 41 | 42
yeast bub3 | 16 | 4 | -2 | -3 | -15 | 22
mlh1 rad18 | 11 | -64 | 8 | 6 | -1 | 28
cln2 rad14 | -2 | 16 | 6 | 0 | -6 | 12
yeast rad50 | 42 | 7 | -3 | 4 | -10 | 29
sgs1 mgt1 | 52 | 9 | 5 | 18 | -9 | 13
yeast mec2-1 | 23 | 4 | -30 | -19 | -18 | 20

Complete entries, quoted from the list.
C/C=C1\CN2CCC34c5ccccc5N(C)C35OCC4(C(=O)OC)C1CC25 (stereo unspecified) in the list: yeast bub3 = 4; mlh1 rad18 = -64; cln2 rad14 = 16; yeast rad50 = 7; sgs1 mgt1 = 9; yeast mec2-1 = 4
Oc1cccc(Cl)c1 in the list: yeast bub3 = -2; mlh1 rad18 = 8; cln2 rad14 = 6; yeast rad50 = -3; sgs1 mgt1 = 5; yeast mec2-1 = -30

Remaining list, next part.
43) CC(C)(C1CCC(O)CC1)C1CCC(O)CC1 (stereo unspecified)
44) NP(=O)(OCCC(OCc1ccccc1)OCc1ccccc1)N(CCCl)CCCl (stereo unspecified)
45) c1ccc2c(c1)-c1ccccc1C2NC1=NCCO1
46) O=C1C[C@@H]2OCC=C3C[N+]4([O-])CC[C@]56c7ccccc7N1[C@H]5[C@H]2[C@H]3C[C@@H]64 (stereo partly specified)
47) C1CN1c1nnc(N2CC2)nn1
48) O=C(Cl)c1ccc(I)cc1
compound no. | 43 | 44 | 45 | 46 | 47 | 48
yeast bub3 | -22&-6 | 6 | 13 | 25 | 0 | 23
mlh1 rad18 | 16&31 | 32 | -2 | -4&-3 | 31 | 2
cln2 rad14 | -18&-13 | 49 | 17 | 1 | 25 | -2
yeast rad50 | 13&20 | 55 | -19 | -6&-5 | 37 | 17
sgs1 mgt1 | -22&-12 | 55 | -9 | 2 | 10 | -6
yeast mec2-1 | -14&-20 | 9 | -10 | -6&-8 | 3 | -19

49) CC(C)OP(=O)(OC(C)C)C(=O)Nc1cc(Cl)ccc1Cl
50) O=C(O)c1ccccc1.[Zn+2]
51) c1ccc(-c2cccc(-c3ccccc3)c2)cc1
52) CCOP(=O)(CC(N)=O)OCC
53) C/C=C1/C[N+]2([O-])CC[C@@]34c5ccc(OC)cc5N(C)[C@H]3C2CC1C4C(=O)OC (stereo partly specified)
54) O=C([O-])c1ccccc1[SH2+].[Cr+3].[NH-]CC[NH-].[NH-]CC[NH-].[O-][Cl+3]([O-])([O-])O
compound no. | 49 | 50 | 51 | 52 | 53 | 54
yeast bub3 | 15 | 46 | 25 | 14 | -11 | 1
mlh1 rad18 | 0 | 2 | 44 | -12 | 2 | -26
cln2 rad14 | -31 | -75 | -1 | 0 | -6 | -19
yeast rad50 | -24 | 19 | 30 | -5 | 8 | 12
sgs1 mgt1 | -6 | 16 | 31 | 4 | -3 | -12
yeast mec2-1 | 15 | 9 | 15 | 10 | -8 | -2

55) CC(=O)NC(ON1C(=O)COc2ccccc21)C(Cl)(Cl)Cl (stereo unspecified)
56) COc1cc2c3c(c1)-c1c(ccc(OC)c1OC)CC3N(CCCl)CC2 (stereo unspecified)
57) COc1cccc2c1C(=O)C1=C(C2=O)c2c(O)cc(CO)cc2C(O)C1O (stereo unspecified)
58) CC(=O)OC(C1C[C@@]2(C)[C@@H](CC[C@@H]3[C@@H]2CC[C@]2(C)[C@@H](OC(C)=O)CC[C@@H]32)CC1=O)C(F)(F)F (stereo partly specified)
59) Nc1ncnc(N)c1N
60) CCCCCC(C)=C1C(=O)NC(=O)NC1=O
compound no. | 55 | 56 | 57 | 58 | 59 | 60
yeast bub3 | 27 | 29 | 10 | 40 | 12 | 1
mlh1 rad18 | 8 | 87* | -42 | 5 | 4 | -8
cln2 rad14 | 10 | 32 | -11 | 30 | 12 | 13
yeast rad50 | 28 | 87* | 41 | 1 | -5 | 5
sgs1 mgt1 | -13 | 77* | 44 | 28 | -1 | 13
yeast mec2-1 | -17 | 39 | 8 | 24 | -7 | -1

61) CCCCCCCCC(=O)[O][Hg][c]1ccccc1
62) COc1cc(/C=C2\C(=O)C3CCN2CC3)cc(OC)c1OC
63) COc1cc(C(=O)O)cc(OC)c1OC
64) COC1=CC(C)(C)C=C([Se][Se]C2=CC(C)(C)C=C(OC)C2=O)C1=O
65) N/C(=N\N=C\c1ccccc1O)N[N+](=O)[O-]
66) CCOC(=O)c1c(SC)nc(-c2ccc(Cl)cc2)sc1=N
compound no. | 61 | 62 | 63 | 64 | 65 | 66
yeast bub3 | 99* | 32 | 2 | 65 | -19 | 28
mlh1 rad18 | 100* | 27 | -10 | 86* | -6 | -20
cln2 rad14 | 99* | 2 | -27 | 69 | -108 | 26
yeast rad50 | 100* | 15 | -20 | 84* | -18 | 18
sgs1 mgt1 | 100* | 24 | -23 | 83* | -15 | 25
yeast mec2-1 | 100* | -4 | -20 | 89* | -23 | 20

67) NC(N)=N/N=C1\C(=O)N(c2ccc(Cl)cc2)C(=O)C1C(=O)Nc1ccc(Cl)cc1 (stereo unspecified)
68) CC1Cc2cc3c(cc2CN1C)OCO3 (stereo unspecified)
69) CN(C)CCNC(=O)c1cc([N+](=O)[O-])c(N(CCCl)CCCl)c([N+](=O)[O-])c1
70) N#CC(C#N)=Cc1ccc(O)cc1
71) CCC(=O)OC1CCn2c1nc1c2C(=O)C(C)=C(N2CC2)C1=O (stereo unspecified)
72) CC(C)(C)C1COP(=S)(C(C)(C)C)OC1 (stereo unspecified)
compound no. | 67 | 68 | 69 | 70 | 71 | 72
yeast bub3 | -8 | -4 | -14 | 8 | -7 | 0
mlh1 rad18 | 83* | -25 | 16 | 8 | 69 | -5
cln2 rad14 | -9 | -17 | -50 | -32 | 58 | -20
yeast rad50 | 55 | -11 | 16 | -12 | 56 | -8
sgs1 mgt1 | 76* | 2 | 12 | 19 | 71* | -1
yeast mec2-1 | 46 | 16 | -11 | 8 | 70* | -6

Laid out differently: entries from further up.
nr | SMILES | yeast bub3 | mlh1 rad18 | cln2 rad14 | yeast rad50 | sgs1 mgt1 | yeast mec2-1
40 | O=C1N[C@@H]2C(=C[C@H](O)[C@@H](O)[C@H]2O)c2cc3c(c(O)c21)OCO3 | -3 | 6 | 0 | 4 | 18 | -19
41 | Cn1c(=O)[nH]c2nncnc2c1=O | -15 | -1 | -6 | -10 | -9 | -18
42 | COP(=O)(OC)N1CCCCC1 | 22 | 28 | 12 | 29 | 13 | 20
43 | CC(C)(C1CCC(O)CC1)C1CCC(O)CC1 (stereo unspecified) | -22&-6 | 16&31 | -18&-13 | 13&20 | -22&-12 | -14&-20
44 | NP(=O)(OCCC(OCc1ccccc1)OCc1ccccc1)N(CCCl)CCCl (stereo unspecified) | 6 | 32 | 49 | 55 | 55 | 9

Compound activity: PubChem, NCI

A portion of the library; the hit share may differ from the screen's.
